# VP16 counter – counter-screen for ROR gamma inhibitors: Gal4-VP16 reporter; actives 3.5% (n = 310,000); Drosophila S2 Gal4-VP16 UAS-luciferase, luminescence, 20 h; AID 2546; Potency, µM (highest dose often 53.6 µM), for inactives: top-dose activity, negative = inhibition, hits mostly inhibitors;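 note: Gal4-VP16 expression switched on by copper sulfate through the metallothionein promoter; % is set by controls: 0 for no effect and ±100 for the full control effect; nearly all actives have a fitted effect of over 50% in size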
# FLuc counter – firefly luciferase modulation, counter-screen for miR-21 project; P08659; purified FLuc, Km substrates, luminescence inhibition; Potency, µM (highest dose often 57.5 µM), without a hit: at the top dose activity change, negative = inhibition, most hits filed as inhibitors; actives 6.9% (n = 360,000);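 note: plate controls were vehicle for no effect and reference inhibitor for full effect; nearly all actives have a fitted effect of over 55% in size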
# Target sequence (P08659 whole entry, looked up): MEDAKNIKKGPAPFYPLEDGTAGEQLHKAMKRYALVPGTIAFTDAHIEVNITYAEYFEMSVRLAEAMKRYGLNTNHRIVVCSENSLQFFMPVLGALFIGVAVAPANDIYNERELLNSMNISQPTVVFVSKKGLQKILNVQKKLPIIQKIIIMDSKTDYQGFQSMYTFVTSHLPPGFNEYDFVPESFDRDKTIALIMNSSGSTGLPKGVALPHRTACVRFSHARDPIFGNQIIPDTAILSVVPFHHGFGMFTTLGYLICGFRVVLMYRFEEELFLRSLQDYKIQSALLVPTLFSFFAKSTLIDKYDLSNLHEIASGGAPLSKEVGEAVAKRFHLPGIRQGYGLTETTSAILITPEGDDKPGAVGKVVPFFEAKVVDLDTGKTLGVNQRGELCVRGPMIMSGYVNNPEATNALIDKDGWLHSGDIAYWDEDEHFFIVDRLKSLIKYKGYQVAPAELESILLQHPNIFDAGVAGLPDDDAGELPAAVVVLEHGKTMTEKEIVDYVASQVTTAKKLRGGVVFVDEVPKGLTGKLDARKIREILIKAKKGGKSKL
#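 Biochemical qHTS of compounds, final roughly 60 µM downward over six points, against 10 nM purified firefly luciferase using Km concentrations of substrates (10 uM D-luciferin, 10 uM ATP) in Tris acetate pH 7.5 buffer; luminescence output.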
# MBNL1-CUG inh – MBNL1-poly(CUG) RNA binding inhibition; TR-FRET MBNL1-His/biotin-(CUG)12 binding, 665/545 ratio; Potency, µM (series often up to 57.5 µM), for inactives: at the top dose activity change, negative = inhibition, most hits filed as inhibitors; actives 0.036% (n = 280,000); AID 2675; active = well fitted inhibition curve with a large enough effect in the signal ratio, with a control signal flat, not every such curve was filed as active; inconclusive = small, poorly fitted or top-dose-only effect, or effect the other way, or a change in a side signal; inactive = no such curve, though single readings can be large or run the other way; the % refers to the signal ratio; note: % is set by controls: 0 for no effect and ±100 for the full control effect
# Target sequence (Q9NR56 whole entry, looked up): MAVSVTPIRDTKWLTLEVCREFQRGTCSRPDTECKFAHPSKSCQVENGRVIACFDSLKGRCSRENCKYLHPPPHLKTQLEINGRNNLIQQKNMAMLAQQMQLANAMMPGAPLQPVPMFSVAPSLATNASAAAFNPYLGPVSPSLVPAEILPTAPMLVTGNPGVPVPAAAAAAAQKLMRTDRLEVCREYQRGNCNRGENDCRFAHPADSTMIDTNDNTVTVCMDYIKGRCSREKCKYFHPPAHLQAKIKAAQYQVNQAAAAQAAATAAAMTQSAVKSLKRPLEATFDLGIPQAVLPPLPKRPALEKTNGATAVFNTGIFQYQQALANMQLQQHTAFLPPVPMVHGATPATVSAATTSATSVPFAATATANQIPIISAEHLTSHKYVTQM
#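 Ratiometric TR-FRET (665 over 545 nm, excitation 340 nm) tracks disruption of MBNL1-His/biotin-(CUG)12 complex after 60 min at room temperature, with compounds at 92 nM to 58 uM final.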
# NPC1 prom act – activators of NPC1 promoter | Huh7 NPC1 promoter luciferase reporter, 24 h | Potency, µM (highest dose often 9.22 µM), for the others: at the top dose activation, usual class: activators | actives 2.4% (n = 320,000);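 note: % of control where 0% means no effect; nearly all actives have a fitted effect of over 60% in size; reporter is driven by a mutant NPC1 promoter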
#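 Compounds in DMSO were transferred onto Huh7 NPC1-luciferase reporter cells pre-incubated 2 h; after 24 h at 37 °C, Amplite reagent was dispensed and luminescence recorded 10 min later.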
# RORg inh – blocks mouse ROR gamma transcriptional activity | P51450 | Drosophila S2 Gal4-RORgamma UAS-luciferase reporter, 20 h | Potency, µM (series often up to 53.6 µM), for inactives: at the highest dose activity change, negative = inhibition, hits mostly inhibitors | actives 5.4% (n = 310,000) | AID 2551; note: % is set by controls: 0 for no effect and ±100 for the full control effect; nearly all actives have a fitted effect of over 60% in size
#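 Stable Schneider cell line, Gal4 DNA-binding domain fused to ROR gamma, UAS-luciferase. Cmpd 1 hr RT → CuSO4 700 uM final → 20 hr RT → luciferase reagent 10 min → luminescence.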
# p53 reactivator – mutant p53 re-activation in reporter cells. H1299 p53-A138V BP100-luciferase reporter, luminescence, 24 h. Potency, µM (titrated, usually from 92.2 µM), for inactives: at the highest dose activity change, positive = activation, hits mostly activators. actives 0.063% (n = 320,000); note: % of control where 0% means no effect; nearly all actives have a fitted effect of over 45% in size
#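 H1299 (p53-null), stable ts p53-A138V + BP100-Luc; 1000 cells/well, Opti-MEM/10% FBS; cpd 4 pt, 1:5; 24 h, 37 deg C, 5% CO2; detection reagent 10 min RT; luminescence.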
# ELG1 genotox – inducers of genotoxicity in HEK293T ELG1-luciferase cells; HEK293T ELG1-luciferase reporter, luminescence, 16 h; Potency, µM (titrated, usually from 46 µM), without a hit: top-dose activity change, positive = activation, usual class: activators; actives 1.3% (n = 330,000); AID 504466; note: % of control where 0% means no effect; nearly all actives have a fitted effect of over 60% in size
#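 HEK293T cells expressing luciferase-tagged ELG1 were exposed to compound or DMSO vehicle for 16 hr at 37 °C and 5% CO2. Luciferase activity was then measured with ONE-Glo after 30 min at room temperature.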
# Rab9 prom act – activators of Rab9 promoter; Huh7 Rab9 promoter-luciferase reporter, luminescence, 24 h; Potency, µM (titrated, usually from 9.22 µM), for the others: at the top dose activation, negative = inhibition, actives largely listed as activators; actives 2.8% (n = 320,000); AID 485297; note: % of control where 0% means no effect; nearly all actives have a fitted effect of over 60% in size
#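 Cells were plated at 1500 per well in reduced-serum medium with 10% FBS and left 2 h. Compound in DMSO was then added for 24 h at 37 °C. Reporter signal was read by luminescence after 10 min with luciferase detection reagent.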
# BRCA1 expr up – BRCA1 expression activation; actives 1.1% (n = 380,000); AID 624202; Potency, µM (titrated, usually from 46.1 µM), without a hit: at the highest dose activation, hits mostly activators; MCF7-BRCA1-FFLuc reporter, luminescence, 48 h; response scale: scaled: vehicle 0%, 10 µM genistein 100%; note: nearly all actives have a fitted effect of over 80% in size; some results filed as inactive show a strong effect at the top dose
#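 Reporter cells (MCF7, BRCA1 promoter-firefly luciferase) received library compounds across a concentration series for 48 h. End-point luminescence was measured and concentration-effect curves derived after normalization.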
# uPA surface inh – cell surface uPA generation inhibition; AID 540303; actives 0.31% (n = 330,000); Potency, µM (top dose mostly 38.3 µM), for inactives: at the highest dose activity change, negative = inhibition, usual class: inhibitors; cell surface uPA generation assay, qHTS; active = well fitted inhibition curve with a large enough effect; inconclusive = small, poorly fitted or top-dose-only effect; inactive = no such curve, though single readings can be large or run the other way; tested in mouse RAW 264.7 cells; note: % is set by controls: 0 for no effect and ±100 for the full control effect; nearly all actives have a fitted effect of over 55% in size
# * marks the source's active call; other numbers are inactive results; ? = inconclusive; . = no result given; & = joins results of further samples; [ ] = another dose, or the depositor's remark. Unless noted, calls come from the whole dose curve; as a rule, active = well fitted curve in the direction sought with a large enough effect; inconclusive = small, poorly fitted or top-dose-only effect, or another doubt; inactive = no such curve, though single readings can be large; an effect the other way counts as inactive or inconclusive. Potency is the fitted concentration of half-maximal effect.
# Codes – A = VP16 counter; B = FLuc counter; C = MBNL1-CUG inh; D = NPC1 prom act; E = RORg inh; F = p53 reactivator; G = ELG1 genotox; H = Rab9 prom act; I = BRCA1 expr up; J = uPA surface inh
CC(C)(C)C(=O)/C=C/c1ccc(Oc2ccccc2)cc1
  A: 17%	B: 6µM*	C: -7%	D: ?	E: ?	F: 20%	G: ?	H: 6.3µM*	I: 75%	J: -12%

CCN(C(=O)COc1cccnc1[N+](=O)[O-])C1CCS(=O)(=O)C1 (stereo not drawn)
  A: -16%	B: 5%	C: 6%	D: -8%	E: -14%	F: -3%	G: 0%	H: 2%	I: -14%	J: -6%

CCNC(=S)N/N=C/c1ccc(OCc2ccc(C(=O)OC)cc2)cc1
  A: ?	B: 0%	C: -1%	D: -3%	E: 3.2µM*	F: 0%	G: -2%	H: -2%	I: -3%	J: -3%

COc1cc(C=O)cc(Cl)c1OC(=O)N1CCOCC1
  A: 2%	B: 1%	C: 31%[activator]	D: 14%	E: 26%	F: -7%	G: 0%	H: -9%	I: -20%	J: -1%

CCNC(=S)NNc1nnc(-c2ccccc2)c(-c2ccccc2)n1
  A: ?	B: 2%	C: ?	D: 0%	E: 13µM*	F: 8%	G: -3%	H: 0%	I: -15%	J: 13%

CCOc1cc(C(=S)N2CCOCC2)ccc1OS(=O)(=O)c1ccc(NC(C)=O)cc1
  A: ?	B: 0%	C: 7%	D: -17%	E: ?	F: 2%	G: -12%	H: -14%	I: -69%	J: -20%

O=C(CN1CCN(Cc2ccccc2)CC1)N/N=C/c1cccnc1
  A: -2%	B: 4%	C: .	D: 1%	E: 11%	F: -3%	G: 0%	H: -2%	I: -6%	J: 12%

N#Cc1c(NC(=O)CCN2C(=O)c3ccccc3C2=O)oc(-c2ccccc2)c1-c1ccccc1
  A: -19%	B: 0%	C: -8%	D: -3%	E: -5%	F: -5%	G: -5%	H: -2%	I: -9%	J: 3%

CN(Cc1ccccc1)c1ccc(S(=O)(=O)N2CCC(C(=O)O)CC2)cc1[N+](=O)[O-]
  A: 4%	B: ?	C: ?	D: -2%	E: -22%	F: -2%	G: 0%	H: -27%	I: -1%	J: 3%

Cc1cc(=O)nc2c3ccccc3n(C(C)C(=O)Nc3cc(F)ccc3F)n12 (stereo not drawn)
  A: -2%	B: 0%	C: -9%	D: -3%	E: 7%	F: -1%	G: -2%	H: -3%	I: -2%	J: -5%

O=C(COc1cccc2c1CCN(Cc1ccccc1)C2=O)NCc1ccco1
  A: 18%	B: 6%	C: -4%	D: -2%	E: ?	F: -4%	G: -1%	H: 1%	I: 19%	J: -6%

Cc1ccc(C(NC(=O)NN2CCN(C)CC2)C(Cl)Cl)cc1F (stereo not drawn)
  A: -10%	B: 1%	C: -6%	D: 4%	E: -4%	F: 26%	G: 13%	H: -2%	I: 65%	J: 3%

CCC(=O)Nc1ccc(N2CCN(Cc3ccccc3F)CC2)cc1
  A: 7%	B: -2%	C: 4%	D: 4%	E: 8%	F: -2%	G: -1%	H: 4%	I: 6%[1.84 µM]	J: 0%

CC(OC(=O)c1ccc(Cl)nc1)C(=O)NC1CCCC1 (stereo not drawn)
  A: .	B: -1%	C: .	D: -6%	E: .	F: 2%	G: 1%	H: 1%	I: 7%	J: 14%

CN(C)c1ccc(/C=N/NC(=O)c2ccn(C)n2)cc1
  A: -22%	B: 3.8µM*	C: ?	D: 2.5µM*	E: -37%	F: 16%	G: ?	H: 4.5µM*	I: ?	J: ?

COc1ccc(CC(=O)Oc2ccc(C(C)(C)C)cc2)cc1S(=O)(=O)N1CCOCC1
  A: .	B: -8%	C: .	D: -2%	E: .	F: -4%	G: 1%	H: -6%	I: -2%	J: 17%

CN1CCc2c(sc3nc(NN)n(Cc4ccccc4)c(=O)c23)C1
  A: 2%	B: -20%	C: 15%	D: -1%	E: -5%	F: -4%	G: 1%	H: 0%	I: -3%	J: 1%

COc1ccc(-c2nnc(NC(=O)C(C)C)s2)c(OC)c1
  A: 16%	B: ?	C: 6%	D: ?	E: 34%	F: 16%	G: ?	H: 28%	I: 47%	J: 3%

CC(C)(C)CC(C)(C)c1ccc(O)c(Cc2ccc(Cl)cc2Cl)c1
  A: ?	B: .	C: .	D: .	E: ?	F: .	G: .	H: .	I: -68%	J: ?

Cn1c(CCCNC(=O)c2ccccc2)nc2ccccc21
  A: 3%	B: 2%	C: -4%	D: -2%	E: 1%	F: -2%	G: -1%	H: -3%	I: 0%	J: -1%

O=C(c1ccccc1)N1CCN(C(=O)c2cc3ccccc3oc2=O)CC1
  A: -4%	B: -1%	C: -3%	D: 2%	E: 3%	F: 4%	G: -20%	H: 0%	I: -2%	J: -5%

COc1ccc2c(c1)c(=O)c(C(=O)c1ccc(C)cc1)cn2CC(=O)Nc1ccc(F)cc1
  A: 4%	B: -2%	C: -27%	D: -1%	E: 15%	F: 15%	G: -8%	H: -2%	I: -49%	J: 5%

O=C1CSC(=O)N1CC(O)COc1ccc(Cl)cc1 (stereo not drawn)
  A: 20%	B: ?	C: 0%	D: 19%	E: 1%	F: 10%	G: ?	H: 8%	I: 22%	J: 2%

Fc1ccccc1N1CCN(c2nnnn2-c2ccccc2)CC1
  A: 1%	B: -1%	C: -5%	D: -1%	E: -20%	F: -6%	G: 1%	H: 3%	I: -1%	J: -10%

Cc1nn(Cc2ccc(C(=O)N3CCOCC3)o2)c(C)c1Br
  A: -3%	B: -2%	C: -10%	D: -1%	E: 25%	F: -17%	G: 0%	H: 3%	I: -4%	J: -1%

# Some values from above:
# Reading of Fc1ccccc1N1CCN(c2nnnn2-c2ccccc2)CC1 under p53 reactivator: -6%
# Reading of Cc1cc(=O)nc2c3ccccc3n(C(C)C(=O)Nc3cc(F)ccc3F)n12 (stereo not drawn) under RORg inh: 7%

# The listing continues.
# Codes – A = VP16 counter; B = FLuc counter; C = MBNL1-CUG inh; D = NPC1 prom act; E = RORg inh; F = p53 reactivator; G = ELG1 genotox; H = Rab9 prom act; I = BRCA1 expr up; J = uPA surface inh
Cc1ccccc1-n1c(SC/C(O)=C(\C#N)c2nc3ccccc3[nH]2)nnc1-c1ccncc1
  A: -17%	B: 3%	C: -9%	D: 10%	E: 0%[10 µM]	F: 0%	G: -9%	H: -1%	I: -35%	J: 5%

NCCCNc1ccc([N+](=O)[O-])cc1C(F)(F)F
  A: -5%	B: 2%	C: ?	D: 0%	E: 0%	F: -6%	G: -5%	H: -11%	I: 0%	J: 10%

Cc1ccc(S(=O)(=O)N2CCN(C(=O)c3n[nH]c(=O)c4ccccc34)CC2)c(C)c1
  A: .	B: .	C: .	D: 4%	E: .	F: -8%	G: -4%	H: 6%	I: -15%	J: 1%

Cc1csc(=O)n1CCC(=O)OCC(=O)Nc1ccc(F)c(F)c1F
  A: .	B: 3%	C: .	D: -1%	E: .	F: 3%	G: 4%	H: -4%	I: -16%	J: 8%

Cn1c(=O)c(=O)n(C)c2cc(S(=O)(=O)CCC(=O)Nc3ccc(F)cc3)ccc21
  A: 1%	B: 2%&-2%	C: 1%	D: 2%	E: 9%	F: 10%	G: -9%	H: 6%	I: -7%	J: 35%[activator]

COc1cccc(NC(=O)CSC(N)=O)c1
  A: ?	B: 0%	C: -24%	D: 0%	E: -9%	F: -39%[inhibitor]	G: -12%	H: -2%	I: -28%	J: -3%

CCn1cc(C(=O)OCC(=O)c2cc(C)n(-c3ccc(OC(F)F)cc3)c2C)c(=O)c2ccc(C)nc21
  A: -9%	B: -10%	C: -5%	D: -9%	E: 11%	F: 7%	G: -1%	H: 6%	I: -32%	J: 4%

S=c1[nH]nc(-c2cccnc2)n1/N=C/C=C/c1ccccc1
  A: ?	B: ?	C: ?	D: -1%	E: 4.5µM*	F: 3%	G: 2%	H: -5%	I: -18%	J: -4%

O=C(Cn1nnc2c(cnn2-c2ccc(F)cc2)c1=O)OC1CCCCC1
  A: 10%	B: ?	C: 12%	D: 0%	E: -8%	F: 21%	G: 17%	H: 3%	I: 0%	J: 8%

CN(C)CCN(C(=O)c1ccc(S(=O)(=O)N(C)CC2CCCO2)cc1)c1nc2cc3c(cc2s1)OCO3 (stereo not drawn)
  A: 2%	B: 0%	C: -16%	D: 2%	E: 14%	F: -2%	G: 8%	H: 16%	I: 24%	J: -3%

COc1ccc(C(c2sc3nc(C)nn3c2O)N2CCCCC2)cc1 (stereo not drawn)
  A: 1%	B: 0%	C: 5%	D: -4%	E: -1%	F: -4%	G: 3%	H: 0%	I: 23%	J: -11%

Cc1ccc2c(c1)[nH]c1c(N3CCN(Cc4ccc5c(c4)OCO5)CC3)ncnc12
  A: -8%	B: -10%	C: -11%	D: -3%	E: ?	F: 13%	G: -1%	H: -15%	I: .	J: .

COc1ccccc1C(=O)N/C(=C/c1ccco1)C(=O)Nc1ccc(C(=O)O)cc1
  A: 3%	B: -11%	C: 10%	D: 0%	E: -7%	F: -1%	G: -1%	H: 0%	I: -14%	J: 1%

COC(c1ccccc1)(c1ccccc1)C(Oc1nccc(C)n1)C(=O)O (stereo not drawn)
  A: 5%	B: 5%	C: -6%	D: -4%	E: 12%[1.91 µM]	F: 4%	G: 2%	H: -2%	I: -3%	J: 2%

O=C1Oc2ccccc2C2(O)C3CCCCCC3C12 (stereo not drawn)
  A: -9%	B: -2%	C: -4%	D: -9%	E: -3%	F: 8%	G: -1%	H: -3%	I: 9%	J: 4%

# Compound activity from PubChem BioAssay.
